Source: PubChem
TAG inh – inhibitors of triacylglycerol accumulation, primary screen, cell-based, uHTS, fluorescence, H9c2; H9c2 cells, Nile Red lipid (TAG) fluorescence; cells loaded with 200 µM oleic acid; inhibition, % at 12.5 µM; hit rate 0.66% among 230,000; AID 651582, 2012;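 active = pattern-corrected inhibition of lipid staining of at least 50% with the nuclear-stain viability signal not falling by more than 50%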;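 note: 0% = DMSO wells and 100% = triacsin C control wells; some results filed as inactive read as strong as hits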
TAG inh DAPI viability – second read-out of TAG inh, no call of its own (marks repeat the call); DAPI nuclei signal change (viability), lower = more cytotoxic, %;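 whole-well DAPI fluorescence read on a plate reader as a viability signal; minus 50 percent equals half of cells still viable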
An asterisk follows results filed as active; & = joins results of further samples.

SMILES	TAG inh	TAG inh DAPI viability
CC1CC(C)(C)Nc2ccc(N=O)cc21 (stereo unspecified)	75	-62
Cc1ccc(NC(=O)CCc2c[nH]c3ccccc23)nc1	21	-18
O=C(Nn1cnc2ccccc2c1=O)c1ccccc1[N+](=O)[O-]	10	-2
O=S(=O)(Nc1ncnc2sccc12)c1cccc(F)c1	-9	5
CS(=O)(=O)N(CC(=O)NCCSCc1ccccc1)c1ccccc1Cl	-16	-2
O=C(Nc1cc(N2CCOCC2)ncn1)c1ccccc1	-18	1
c1ccc2c(-c3nc4ccccc4[nH]3)cccc2c1	23	-16
c1coc(-c2cnc3ccccc3n2)c1	6	38
COCCCNC(=O)/C=C/c1ccc(OCc2c(F)cccc2Cl)cc1	-4	4
Cc1ccc(S(=O)(=O)n2cccc2CO)cc1	10	-7
COc1cccc(CN(C)C[C@H]2OCc3cnnn3CCCC(=O)N([C@@H](C)CO)C[C@@H]2C)c1	-22	-5
COCC(=O)N1CCC2CC1c1cc(Cl)ccc12 (stereo unspecified)	-14	0
CN(C)/C=C/c1onc(-c2ccccc2Cl)c1C#N	-12	-4
FC(F)(F)c1ccc2c(c1)C1C=CCC1C(c1ccncc1)N2 (stereo unspecified)	12	-17
O=C(c1ccccc1)c1cccc(NC(=O)c2ccc(Br)o2)c1	8	9
COc1ccc(/C(N)=N/O)c(OC)c1	18	-4
C=CCn1c(SCC(=O)N2CCCC2=O)nc2sc(CC)cc2c1=O	7	-3
O=C1[C@H]2[C@@H](C(=O)N1c1cccc3ccccc13)C1(C(=O)c3ccccc3C1=O)N1CCC[C@@H]21	4	7
COc1ccc(OCC(=O)Nc2ccccc2N2CCCCC2)cc1	-38	-19
CCOc1ccc(NC(=O)c2ccccc2O)cc1	-25	0
Cc1cc(C)cc(C(=O)OCC(=O)NCCNC(=O)COC(=O)c2cc(C)cc(C)c2)c1	8	-5
COC(=O)c1c(NC(=O)CN2C(=O)NC3(CCC(C)CC3)C2=O)sc2c1CCC2 (stereo unspecified)	8	-7
Clc1cc(-c2ccc(/C=N/n3cnnc3)o2)ccc1Br	6	0
CCc1noc(C)c1C(=O)Nc1ccc(C#N)cc1	6	-9
CC1CCC2(CC1)Nc1ccccc1C(=O)N2c1ccccc1 (stereo unspecified)	-2	6

The list continues.
SMILES	TAG inh	TAG inh DAPI viability
COCCn1c(N)c(N(Cc2ccccc2)C(=O)CN2C(=O)NC(C)(c3ccccc3)C2=O)c(=O)[nH]c1=O (stereo unspecified)	18	-1
COc1ccc(C(=O)NCCCOC(=O)c2ccc(OC)cc2)cc1	4	-3
COc1ccc(CCNC(=O)CCc2ccccc2)cc1OC	2	-6
COc1ccc(NC(=S)N/C(=N/S(=O)(=O)c2ccc(C)cc2)c2ccccc2)cc1	8	0
O=C(Cc1ccccc1)Nc1nnc(-c2cccs2)s1	11	-4
Cc1ccc(CN(C)C(=O)c2cc(COc3ccc(F)cc3Cl)on2)o1	-10	8
O=P1(O)CC2=C(CC=CC2)C1	14	2
COc1ccc2cc(S(=O)(=O)N3CCCCCC3)ccc2c1	-11	-5
Cc1onc(-c2c(F)cccc2Cl)c1C(=O)N1CCc2ccccc2C1	-2	-8
COc1ccc(O)c(/C=c2/sc3nc4cc(C)c(C)cc4n3c2=O)c1	14	-8
Nc1ccccc1-n1nc2ccc3ccccc3c2n1	12	36
Nc1cc(N)nc(SCc2ccccc2)n1	-13	1
O=S(=O)(c1ccccc1)N1CCC2(CC1)CO2	8	-10
COc1ccc(N(CC(=O)Nc2ccc3c(c2)OCCO3)S(=O)(=O)c2c(C)nn(C)c2C)cc1	7	-10
COC(=O)C(C)Sc1nc2c(cnn2-c2ccccc2)c(=O)[nH]1 (stereo unspecified)	-7	-2
Cc1nonc1C1CCCN1Cc1nc(-c2ccc(F)cc2F)oc1C (stereo unspecified)	20	6
C[C@H](CO)N1C[C@H](C)[C@@H](CN(C)C(=O)c2cc(-c3ccccc3)on2)OCc2cnnn2CCCC1=O	14	-17
COc1ccc(N2CCN(S(=O)(=O)c3ccc(Cl)s3)CC2)cc1	-11	2
Cc1noc(C)c1C(=O)N1CCC1(C)C(=O)NS(=O)(=O)c1cccc(Cl)c1 (stereo unspecified)	5	6
COc1cccc2cc(C(=O)N3CCN(c4ccc(C)cc4C)CC3)c(=O)oc12	-6	1
O=C(COC(=O)C1CC(=O)N(c2nc(-c3ccccc3)cs2)C1)c1ccccc1 (stereo unspecified)	4	-9
CCN(C(=O)CSc1nc2cc(C(F)(F)F)ccc2n1Cc1ccccc1)C1CCS(=O)(=O)C1 (stereo unspecified)	-13	1
COc1cccc(Nc2ccc(N3CCCCC3)cc2)c1OC	26	3
COc1ccc2c(C)c(C(=O)O)oc2c1	8	0
COc1ccc2c(=O)c(Oc3ccc(C(=O)O)cc3)c(C(F)(F)F)oc2c1	-2	-3

Continued:
SMILES	TAG inh	TAG inh DAPI viability
O=C([C@@H]1CC=C[C@@H]2CCN(C3CCCCC3)C(=O)[C@@H]21)N1CCN(c2ccccc2)CC1	-1	0
Cc1ccc(NC(=O)COC(=O)C2COc3ccccc3O2)cc1 (stereo unspecified)	2	-9
COCCOC(=O)C1=C(C)Nc2nc(C)nn2C1c1ccc(F)cc1 (stereo unspecified)	-8	1
Cc1cccc(C)c1NC(=O)CNC(=O)CCNC(=O)c1ccco1	-23	7
Cc1cc([N+](=O)[O-])nn1CC(=O)Nc1c(C)n(C)n(-c2ccccc2)c1=O	4	6
COc1cc(CNc2ccc(CNc3ncn[nH]3)cc2)cc(Cl)c1OCc1ccccc1	-28	-3
CCC(C)C(=O)Nc1ncc2c(n1)CC(c1cccs1)CC2=O (stereo unspecified)	2	1
CC(=O)Nc1ccc(S(=O)(=O)c2ccc(N)cc2)cc1N	1	11
COc1ccccc1C1=NOC(COc2ccc3c(C)cc(=O)oc3c2)C1 (stereo unspecified)	59*	-33*
O=C(CSc1nnc(C2COc3ccccc3O2)o1)N1CCCc2ccccc21 (stereo unspecified)	5	1
CC(NC(=O)c1cc(-c2cccnc2)nc2ccc(Br)cc12)C1CCCO1 (stereo unspecified)	-2	-5
O=C(COC(=O)C1CCN(S(=O)(=O)c2cccs2)CC1)Nc1ccccc1Br	-1	6
CCOC(=O)COc1ccccc1/C=C1\NC(=O)NC1=O	15	-4
CC1CCN(CC(=O)Nc2ccc3c(c2)OCO3)CC1	8	13
Clc1cccc(C2=NOC(c3nnc(-c4ccccc4)o3)C2)c1 (stereo unspecified)	-5	-9
Cc1ccc(/C=N/NC(=O)CNC(=O)COc2ccccc2)cc1	2	9
CCCCNc1nc(Cl)nc(Nc2ccc(C)cc2)n1	14	1
CC(Sc1nc(N)cc(=O)[nH]1)C(=O)Nc1sc2c(c1C#N)CCCC2 (stereo unspecified)	5	-4
O=C(C1CCN(S(=O)(=O)c2cccc3nsnc23)CC1)N1CCn2c1nc1ccccc12	9	3
Cc1cc(C)n(C(=O)c2ccc([N+](=O)[O-])cc2N)n1	15	-10
CN1OC[C@@H]2CN(C(=O)C(C)(C)C)[C@H](c3cccc(-c4ccccc4)c3)C[C@@H]21	4	-3
COc1ccccc1CN1C(=O)[C@@H]2Cc3c([nH]c4ccccc34)C(C)(C)N2C1=O	-12	-5
CCC(C)(C)NC(=O)CN(C(=O)c1snc(C(N)=O)c1N)c1ccc2nc(C)sc2c1	-8	8
COc1ccc(N(CC(=O)NC2CC3CCC2C3)S(=O)(=O)c2ccccc2)cc1Cl (stereo unspecified)	-6	-5
O=C(SCC(O)C(O)CS)c1cccs1 (stereo unspecified)	0	-2

More compounds
SMILES	TAG inh	TAG inh DAPI viability
O=C(NCc1cccnc1)/C(=C/c1ccccc1)NC(=O)c1ccccc1	-2	-5
c1cncc(-c2nc(N3CCCCCC3)c3ccccc3n2)c1	0	1
Cc1ccccc1-n1c2nc(=O)n(C)c(=O)c-2cc2ccccc21	1	8
O=C(NCc1ccccc1CN1CCCC1)c1ccc(Cl)c(N2CCCC2=O)c1	-11	3
Cc1cc(SCC(=O)c2ccccc2)nc(SCC(=O)c2ccccc2)n1	-21	-7
COc1ccc(-c2csc(C(O)c3ccc(F)c(OC)c3)n2)cn1 (stereo unspecified)	-14	6
CC1CCC(NC(=O)c2ccc3c(c2)OCO3)CC1 (stereo unspecified)	-14	2
CCc1ccc2nc(NC(=O)c3ccc(N4C(=O)CCC4=O)cc3)sc2c1	1	-2
COc1cccc(NC(=O)CCSc2ccc(C)cc2)c1	-14	-5
Nc1nc2n(n1)C(c1ccco1)CC(c1ccc(Cl)cc1)N2 (stereo unspecified)	-39	9
O=C1c2ccccc2C(=O)N1OCc1ccccc1	-13	0
O=C(Nc1cccc(F)c1)c1ccccc1	-5	5
Cc1n[nH]c(=S)n1-c1ccccc1	6	2
CCN1CCN(C(=O)C2CCCN(S(=O)(=O)c3cc(Cl)ccc3Cl)C2)CC1 (stereo unspecified)	0	-8
Cn1cnc2cc(NC(=O)c3cccs3)ccc21	5	3
Cc1ccc(-c2nnc(SCC(=O)N/N=C/c3ccccc3C(=O)O)n2-c2ccc(Cl)cc2)cc1	9	-4
COCC(C)(C)COS(N)(=O)=O	-23	1
CCc1nc2c(OCCOc3ccccc3)cccn2c1N(C)C(=O)c1ccc(C)cc1	-5	0
COc1ccc(NS(=O)(=O)c2ccc(O)c(C(=O)OCC(=O)NC3CCCCC3)c2)cc1	-9	0
CSc1nnc(-c2sc3cc(C(F)(F)F)cnc3c2-c2ccccc2)n1C	40	-14
O=C(Nc1ccc(S(=O)(=O)Nc2ncccn2)cc1)C1COc2ccccc2O1 (stereo unspecified)	-7	-7
O=C(NCCS(=O)(=O)NCc1ccccc1)c1ccc2c(c1)OCO2	-2	-4
CCCCN(CC)CCCNC(=O)c1cc2c(=O)n(C)c3ccccc3c2n1C	28	10
COc1ccccc1-n1c(-c2ccccc2)c[n+]2c1CCc1ccccc1-2	-11&17	1&1
Cc1ccc(S(=O)(=O)N2CCN(C(=O)CCC(=O)OCC(=O)Nc3cccc(C#N)c3)CC2)cc1	-16	-11

(listing goes on)
SMILES	TAG inh	TAG inh DAPI viability
NS(=O)(=O)c1ccc(CCNC(=O)CSc2nc3ccsc3c(=O)n2Cc2ccccn2)cc1	-9	9
CCc1ccc(NC(=O)Cn2c(=O)n(CCC(=O)NC3CCN(Cc4ccccc4)CC3)c(=O)c3ccccc32)cc1	24	-1
COCCNC(=O)C1(C)CCCN(C(=O)CCc2ccccc2)C1 (stereo unspecified)	22	5
CN(Cc1ccc(Cl)cc1Cl)C(=O)c1cccc(S(=O)(=O)N2CCN(c3ccccc3)CC2)c1	-15	-6
O=C(N/N=C/c1ccc2c(c1)OCO2)c1sc2cccc(Cl)c2c1Cl	3	-6
Cc1ccc(S(=O)(=O)N2CCN(C(=O)CCC(=O)NCCc3ccc(F)cc3)CC2)cc1	7	-2
CCCS(=O)(=O)NC(=O)C1(C)CCCN(C(=O)c2cc(C)n(C(C)(C)C)n2)C1 (stereo unspecified)	-3	5
COc1ccc([C@H]2CN(CCc3ccccc3)C(=O)[C@@H]2CC(=O)Nc2ccccc2)cc1	-4	-4
COc1cccc(NC(=O)C2CC2)c1	14	1
O=c1c(C/C=C/c2ccccc2)c(O)nc2n1CCCS2	-15	17
C/C(=N\NC(=O)C12CCC(C)(C(=O)O1)C2(C)C)c1ccccc1O (stereo unspecified)	52*	-24*
COc1cc(/C=C2/CCC/C(=C\c3cc(O)c(OC)c(Cl)c3)C2=O)cc(Cl)c1O	-3	-7
Clc1ccc(-c2nnc(N3CCOCC3)o2)cc1	3	4
Cc1ccsc1C(=O)N1CCC1(C)C(=O)NS(=O)(=O)c1cccc(F)c1 (stereo unspecified)	10	-5
Cn1c(=O)c2c(SCc3ccccn3)nc(CC(C)(C)C)nc2n(C)c1=O	0	-1
Cc1ccc(S(=O)(=O)N(CCCc2c(C)nc[nH]c2=O)c2ccccc2)cc1	-5	-1
Cc1nn(CC(=O)N2CCCc3ccccc32)c(C)c1[N+](=O)[O-]	-26	-3
Cc1nc2ccccc2c(=O)n1-c1ccc(NS(=O)(=O)c2ccccc2)cc1	-11	2
Cc1sc2ncnc(NCc3cccnc3)c2c1C	-4	-11
CCOC(=O)N1CCN(C(=O)COc2ccc(Cl)c(C)c2)CC1	5	-3
COc1cccc2c(=O)n(CC(=O)N3CCCCC3)ccc12	-3	-6
COc1ccccc1NS(=O)(=O)c1cc(NC(=O)c2ccc(Cl)nc2)ccc1N1CCCC1	24	-8

Among those listed so far, these contain fluorine.
SMILES	TAG inh	TAG inh DAPI viability
O=S(=O)(Nc1ncnc2sccc12)c1cccc(F)c1	-9	5
COCCCNC(=O)/C=C/c1ccc(OCc2c(F)cccc2Cl)cc1	-4	4
FC(F)(F)c1ccc2c(c1)C1C=CCC1C(c1ccncc1)N2 (stereo unspecified)	12	-17
Cc1ccc(CN(C)C(=O)c2cc(COc3ccc(F)cc3Cl)on2)o1	-10	8
Cc1onc(-c2c(F)cccc2Cl)c1C(=O)N1CCc2ccccc2C1	-2	-8
Cc1nonc1C1CCCN1Cc1nc(-c2ccc(F)cc2F)oc1C (stereo unspecified)	20	6
CCN(C(=O)CSc1nc2cc(C(F)(F)F)ccc2n1Cc1ccccc1)C1CCS(=O)(=O)C1 (stereo unspecified)	-13	1
COc1ccc2c(=O)c(Oc3ccc(C(=O)O)cc3)c(C(F)(F)F)oc2c1	-2	-3
COCCOC(=O)C1=C(C)Nc2nc(C)nn2C1c1ccc(F)cc1 (stereo unspecified)	-8	1
COc1ccc(-c2csc(C(O)c3ccc(F)c(OC)c3)n2)cn1 (stereo unspecified)	-14	6
O=C(Nc1cccc(F)c1)c1ccccc1	-5	5
CSc1nnc(-c2sc3cc(C(F)(F)F)cnc3c2-c2ccccc2)n1C	40	-14
Cc1ccc(S(=O)(=O)N2CCN(C(=O)CCC(=O)NCCc3ccc(F)cc3)CC2)cc1	7	-2
Cc1ccsc1C(=O)N1CCC1(C)C(=O)NS(=O)(=O)c1cccc(F)c1 (stereo unspecified)	10	-5

A portion of the library, so the mix of outcomes need not match the whole.
